# cardiac RTF act = cardiac RTF calcium sensitization; actives 0.24% (n = 340,000); activation, % at 7.2 µM; AID 493008; P19429+P45379; IANBD-labeled TnC RTF fluorescence at EC20 calcium; 0% EC20 calcium, 100% full calcium;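 active means activation above the mean over all tested compounds plus 3 SD, cut at about 30% in these data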;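 further: rise in fluorescence read as greater calcium sensitivity of cardiac thin filaments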
# C-LANA FP = KSHV C-LANA DNA binding inhibition. inhibition, % at 9 µM. actives 0.078% (n = 340,000). MBP-C-LANA/FAM-LBS DNA binding, fluorescence polarization;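 active means highest replicate inhibition at or above 60% at 9 µM, even if other replicates fall short; inactive means all replicates below 60% inhibition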;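 further: 0% = neutral control wells and 100% = 4 µM acridine orange control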
# RTF Ca sens inh = cardiac RTF calcium desensitization | actives 0.12% (n = 340,000) | IANBD-labeled cardiac RTF, Ca2+ fluorescence | AID 493244 | P19429+P45379 | inhibition, % at 7.15 µM;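 active means inhibition above the mean inhibition of all tested compounds plus 3 SD, cut at about 17% in these data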;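 further: assay run at fixed EC70 calcium of 1.6 mM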
# Rtt109 HAT inh = inhibitors of Candida albicans Rtt109/Vps75 histone acetyltransferase; Q5AAJ8; purified Rtt109/Vps75, ThioGlo CoA-SH fluorescence, 4 h; inhibition, % at 34.9 µM; actives 0.16% (n = 330,000); AID 540336;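 active means inhibition of at least 50% in every replicate; inconclusive means best replicate reaches 50% inhibition but some replicates fall short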
# CDK5 inh = inhibitors of human CDK5/p35 kinase. actives 0.01% (n = 330,000). Recombinant CDK5/p35, ADP-Glo luminescence, 60 min. AID 488839. inhibition, % at 10 µM. Q00535+Q15078;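 active means highest replicate inhibition of at least 50% and at least 75% of replicates reaching 50%; inconclusive means only one of the two criteria met; inactive means both criteria failed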;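 further: plate controls were DMSO neutral control for no effect and GW8510 at 10 µM for full effect; many of its hits are not listed in these tables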
# Keap1 Nrf2 FP = inhibitors of human Keap1-Nrf2 protein-protein interaction | inhibition, % at 9.4 µM | AID 504523 | Q14145 | actives 0.15% (n = 340,000) | Keap1 Kelch-Nrf2 peptide fluorescence polarization, 1536-well; in the data active means inhibition above about 12%; inconclusive means no clear call, values can overlap the other calls; inactive means below about 7.3%;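 further: human Keap1 Kelch domain with fluorescein labeled Nrf2 9mer peptide probe; 0% = neutral control wells and 100% = peptide positive control; higher means more block of Keap1 binding to Nrf2 peptide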
# dFosB act = activators of mouse delta FosB homodimer; P13346; purified delta FosB, TAMRA-CDK5 oligo fluorescence polarization; percent of positive-control signal above neutral wells; activation, % at 25 µM; actives 0.99% (n = 340,000);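 active means mean activation above about 17%, with every replicate also reaching it, limit read from the data, passing the limit was not always enough; inconclusive means only one of the two conditions met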;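 further: fluorescence polarization rise as delta FosB binds a TAMRA Cdk5 AP-1 oligo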
# PfHsp90 set2 = inhibits growth of yeast expressing Plasmodium falciparum Hsp90; actives 0.32% (n = 310,000); S. cerevisiae expressing PfHsp90, BacTiter-Glo ATP, 48 h; yeast lacking PDR1 and PDR3 efflux regulators; inhibition, % at 9.4 µM; AID 504621;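 active means every replicate shows inhibition above about 80%, whatever the replicate mean, limit read from the data; inconclusive means mean inhibition reaches the set limit but some replicate falls short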;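 further: 0% = DMSO neutral controls and 100% = 20 µM radicicol positive controls; yeast relying on Plasmodium falciparum Hsp90 in place of its own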
# PvdQ acylase = blocks Pseudomonas aeruginosa PvdQ acylase activity | actives 0.063% (n = 340,000) | inhibition, % at 10 µM | purified PvdQ acylase, fluorescence plate reader; in the data active means inhibition above about 30%, passing the limit was not always enough; inconclusive means no clear call, values can overlap the other calls;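 further: 0% = vehicle neutral wells and 100% = reference inhibitor wells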
# SUMO Mot1 rescue = blocks SUMOylation pathway, rescuing yeast Mot1-301 growth; growth rescue, % at 18.8 µM; S. cerevisiae Mot1-301 growth rescue, ATP luminescence, 38.5C; percent above DMSO median, 100 means doubled; actives 1% (n = 320,000);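 active means every valid replicate shows activation above 250% relative to neutral control wells; inactive means the rest, any valid replicate at or below 250%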;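 further: OY570 slx delta 5 strain wells were the positive control but not used for scaling; some compounds called inactive have numbers as strong as hits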
# NSD2 inh = inhibitors of human histone methyltransferase NSD2; O96028; NSD2 peptide methylation, AlphaScreen, 120 min; inhibition, % at 12.5 µM; actives 0.54% (n = 310,000); in the data active means inhibition above about 50%
# Target sequence (O96028 whole entry, looked up): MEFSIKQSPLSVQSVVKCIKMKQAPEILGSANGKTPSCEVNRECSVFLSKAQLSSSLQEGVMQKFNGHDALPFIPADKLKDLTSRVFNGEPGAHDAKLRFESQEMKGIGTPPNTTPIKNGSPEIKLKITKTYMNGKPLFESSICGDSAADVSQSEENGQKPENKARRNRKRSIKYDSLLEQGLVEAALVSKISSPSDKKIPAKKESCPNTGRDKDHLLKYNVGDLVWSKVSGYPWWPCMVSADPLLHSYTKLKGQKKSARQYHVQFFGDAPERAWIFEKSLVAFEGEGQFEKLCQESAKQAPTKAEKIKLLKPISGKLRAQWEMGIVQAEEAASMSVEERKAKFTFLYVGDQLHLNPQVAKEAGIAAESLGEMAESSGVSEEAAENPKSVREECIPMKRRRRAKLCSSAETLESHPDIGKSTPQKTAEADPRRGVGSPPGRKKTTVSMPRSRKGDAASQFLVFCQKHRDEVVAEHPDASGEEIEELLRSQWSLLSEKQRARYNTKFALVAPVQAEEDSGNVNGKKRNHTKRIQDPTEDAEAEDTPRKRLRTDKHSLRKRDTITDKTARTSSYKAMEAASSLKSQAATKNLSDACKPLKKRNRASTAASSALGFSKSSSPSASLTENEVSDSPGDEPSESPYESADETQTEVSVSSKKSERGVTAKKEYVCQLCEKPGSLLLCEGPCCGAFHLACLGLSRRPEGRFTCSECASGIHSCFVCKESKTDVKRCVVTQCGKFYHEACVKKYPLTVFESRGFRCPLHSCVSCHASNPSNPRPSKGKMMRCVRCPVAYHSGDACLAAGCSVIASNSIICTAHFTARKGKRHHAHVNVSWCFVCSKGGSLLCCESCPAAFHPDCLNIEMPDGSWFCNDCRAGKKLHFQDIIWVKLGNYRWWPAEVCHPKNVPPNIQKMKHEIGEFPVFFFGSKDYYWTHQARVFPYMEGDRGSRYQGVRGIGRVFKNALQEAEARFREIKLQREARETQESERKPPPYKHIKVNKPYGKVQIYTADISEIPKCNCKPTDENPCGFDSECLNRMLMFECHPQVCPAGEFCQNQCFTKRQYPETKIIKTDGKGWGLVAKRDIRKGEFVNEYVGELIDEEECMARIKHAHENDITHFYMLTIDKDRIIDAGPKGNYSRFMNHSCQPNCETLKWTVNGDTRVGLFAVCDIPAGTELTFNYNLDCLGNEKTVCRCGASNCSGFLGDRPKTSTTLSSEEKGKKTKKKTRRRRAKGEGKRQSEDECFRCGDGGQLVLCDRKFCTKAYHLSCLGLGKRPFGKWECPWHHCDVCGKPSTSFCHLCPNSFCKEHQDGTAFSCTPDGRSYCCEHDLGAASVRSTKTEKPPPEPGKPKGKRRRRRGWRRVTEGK
# * marks the source's active call; other numbers are inactive results; ? = inconclusive; . = not tested or not shown.
SMILES,cardiac RTF act,C-LANA FP,RTF Ca sens inh,Rtt109 HAT inh,CDK5 inh,Keap1 Nrf2 FP,dFosB act,PfHsp90 set2,PvdQ acylase,SUMO Mot1 rescue,NSD2 inh
O=C(N/N=C/c1ccncc1)c1cc2ccccc2o1,-4,0.7,4,.,0.2,-4,-22,6,-5,7,-1
CC(C)(C)OC(=O)[C@H]1[C@H](c2ccc([N+](=O)[O-])cc2)C2(C(=O)c3ccccc3C2=O)C2c3ccccc3C=NN21 (stereo not given in full),0,0.7,-7,12,2.4,-3,-5,-8,6,16,31
O=C(Nc1ccc(-c2nc3ncccc3o2)cc1)c1ccc(Br)o1,4,-1.2,10,-1,0.3,-2,?,8,-2,129,-3
O=C(NC1CC(=O)N(c2cccc(F)c2)C1)N1CCN(C(=O)c2ccco2)CC1 (stereo not given),0,0.1,-14,-22,1.2,-5,-12,6,-12,5,3
N#Cc1c(-c2ccc([N+](=O)[O-])cc2)nc2n(c1=O)CCS2,5,0.8,-7,0,0.9,-5,-5,-3,6,-1,.
CC(C)(C)NC(=O)NC(=O)COC(=O)c1cccc(S(=O)(=O)N2CCCCC2)c1,-2,1.1,-22,8,0.8,0,0,17,-16,102,-2
COc1ccc(Cl)cc1NC(=O)CN(C)C(=O)CCSc1ccc(C)cc1,-3,0.0,-2,1,-7.1,-4,-12,-10,-10,-2,-1
CCC(=O)Nc1ccc(-c2nc3ccccc3c(=O)o2)cc1,0,0.0,-8,-2,0.5,0,-25,-3,1,.,-2
CC(=O)Nc1cccc(C(=O)OC(C)C(=O)NCc2ccc3c(c2)OCO3)c1 (stereo not given),-3,0.8,-12,-15,0.7,6,-3,-2,-7,1,-5
[2H]C(CCOS(N)(=O)=O)c1ccc(C(C)(C)C)cc1 (stereo not given),-8,2.1,-4,6,1.0,4,0,3,5,7,.
Fc1ccc(Cl)cc1/C=N/n1cnnc1SCc1ccccc1,8,0.5,-2,8,2.7,-2,-15,-6,6,11,-1
O=C1CCC([N+](=O)[O-])C(c2ccc(Cl)cc2Cl)N1 (stereo not given),-4,1.5,5,-2,2.0,-1,1,.,4,18,4
CCOc1ccc(C(=O)COC(=O)c2cc([N+](=O)[O-])ccc2N2CCOCC2)cc1,-10,2.3,-13,5,0.9,-5,-13,54,-12,-6,2
Cn1cccc1CNC(=O)Nc1ccc(Cl)c(Cl)c1,0,1.4,-8,-3,2.5,2,-4,-22,-8,7,-4
O/N=C/c1ccc(OCc2ccccc2F)c(Cl)c1,-2,1.7,-5,-1,-0.6,-1,-2,-21,3,49,-1
CCCn1nc(C(=O)Nc2nnc(C3CC3)s2)c2ccccc2c1=O,-6,-0.6,-6,11,1.0,3,-21,10,9,131,6
CCn1c(SCC(=O)Nc2ccc3c(c2)OCO3)nnc1-c1cnccn1,1,1.4,2,.,-1.6,-4,3,.,10,-8,-1
COc1ccc(CN(CC(=O)NCc2ccc3c(c2)OCO3)C(=O)c2csnn2)cc1,-1,-0.5,-3,7,-0.7,2,-3,4,-18,103,-3
Cc1cccc(C)c1NC(=O)NN=C1CCCCC1,7,-0.6,-5,5,-0.7,0,-9,-13,-8,11,0
C#CC1(O)CC(C)N(C)C(C)C1 (stereo not given),-1,-0.2,-28,-2,-0.1,-7,2,.,13,48,-9
CCn1ncc(Cl)c1C(=O)NC(=S)Nc1c(C)cc(C)cc1[N+](=O)[O-],5,2.3,-3,0,0.1,1,-6,23,-10,.,7
COc1ccc(C(=O)NNC(=S)NC(=O)c2ccccc2)cc1,12,-2.2,-4,9,0.3,-5,-2,-13,-10,15,2
COc1cccc(C2CC(c3ccc(Cl)cc3)Nc3nc(N)nn32)c1 (stereo not given),5,0.7,-15,6,1.1,4,-9,21,-4,43,.
O=C(NCC(=O)N1CCN(C(=O)c2ccccc2)CC1)c1ccccc1,-5,1.4,-9,4,-0.8,-2,8,-4,-18,-10,-3
N#Cc1nc(-c2ccccc2)oc1NCC1CCCO1 (stereo not given),-2,-1.1,-12,25,-0.2,-4,1,0,-13,7,2

# Continuation:
SMILES,cardiac RTF act,C-LANA FP,RTF Ca sens inh,Rtt109 HAT inh,CDK5 inh,Keap1 Nrf2 FP,dFosB act,PfHsp90 set2,PvdQ acylase,SUMO Mot1 rescue,NSD2 inh
c1cc2c(cc1Cn1cnnn1)OCO2,5,0.8,-2,-13,1.2,-2,3,7,-10,33,1
COC(C[C@@H](O)C[C@H](O)[C@@H](C)OCc1ccccc1)OC,-1,-2.3,-12,10,1.9,-1,0,.,-2,.,.
CCCOC(=O)c1ccc(S(N)(=O)=O)o1,2,-2.2,2,-12,-1.1,-1,5,-13,-1,61,-2
Cc1ccc(NS(=O)(=O)c2cccc(C(=O)N3CCCCCCC3)c2)cc1,-4,.,-4,.,2.1,.,-2,-13,9,-6,3
O=C1CC(c2ccccc2)Cc2nc(NC3CC3)ncc21 (stereo not given),1,-0.6,-5,-1,0.8,0,0,19,?,372,.
CC(C)CNC(=O)C(=O)NCc1ccccn1,3,-2.1,1,-3,-8.2,2,5,-18,-10,315*,1
Cc1ccc(CCNC(=O)C2CCN(S(=O)(=O)c3ccc4c(c3)NC(=O)CO4)CC2)cc1,-5,-0.7,-11,2,-2.2,-1,-5,-16,-12,-22,27
CCOc1ccc(C(=O)NCc2cccnc2)cc1[N+](=O)[O-],4,1.5,-6,-12,-1.9,2,-1,6,1,15,-1
CC(=O)Nc1ccc(S(=O)(=O)NCCC(=O)OCC(=O)c2ccc(F)c(F)c2)cc1,2,0.1,-13,-1,-1.5,-6,-9,-35,-1,-2,-7
CCCCc1nc(Cl)c(C#N)c2c1CSC(C)(C)C2,-5,-1.8,-1,19,-0.2,0,-8,1,11,-18,1
COc1cc2c(cc1OC)C(c1cccs1)N(C(=O)c1ccncc1)CC2 (stereo not given),-2,-0.5,-11,.,-1.3,-2,-9,-5,-13,2,-2
Cc1cc(=O)oc2cc(OCC3CC(c4ccc(Cl)cc4)=NO3)ccc12 (stereo not given),9,-3.3,-9,2,-1.2,-1,-9,15,-3,6,5
O=C(CSc1nnc(COc2cccc3cccnc23)o1)c1ccc(F)cc1,2,-1.7,-8,-5,-3.7,-2,-11,2,-14,-8,19
CN(C)CCN(C(=O)c1ccc2c(c1)CCCC2)c1nc2c(F)cccc2s1,-1,0.1,-5,12,-0.8,0,-12,5,-5,145,6
COc1ccc(Cn2c(-c3ccc(OC)cc3)nc3ccccc32)cc1,-10,-0.5,-4,34,-1.1,1,-5,23,7,542,5
CC1CCN(C(=O)Cn2cc(C#N)c3ccccc32)CC1,-2,-1.8,3,-2,1.0,6,5,13,2,.,0
CCn1cc(C2=NC(C)(C)CO2)c2ccccc21,-3,1.8,-4,-2,0.6,4,0,.,1,-11,4
Cc1ccc(SCc2ccc(C(=O)Nc3cc([N+](=O)[O-])ccc3C)cc2)cc1,-3,-0.1,3,.,-0.8,-4,5,-4,-1,2,-3
Cc1cccc(-n2c(-c3ccoc3C)n[nH]c2=S)c1,7,3.6,-23,0,1.7,-6,0,23,-10,8,2
O=C(NC(Cc1ccccc1)c1ccc2c(c1)OCCCO2)c1ccccc1 (stereo not given),-3,0.2,-4,-9,1.8,-1,-8,-1,18,128,-6
COc1ccc(N2CCN(S(=O)(=O)CCNC(=O)/C=C/c3ccc4c(c3)OCO4)CC2)cc1,-17,-5.9,-1,6,-0.2,-3,-4,4,3,-3,-4
Cc1ccc(NC(=O)c2oc3ccc(S(=O)(=O)N4CCC5(CC4)OCCO5)cc3c2C)cc1C,5,0.2,-4,-1,0.0,-2,-6,-8,6,8,-2
CCNc1nc(NCC)n2c(SCC(=O)NCC3CCCCC3)nnc2n1,3,0.1,4,.,2.7,-5,0,9,-6,-5,-3

# Complete entries, quoted from the list:
# Shown for COc1cc2c(cc1OC)C(c1cccs1)N(C(=O)c1ccncc1)CC2 (stereo not given) = cardiac RTF act = -2; C-LANA FP = -0.5; RTF Ca sens inh = -11; Rtt109 HAT inh = .; CDK5 inh = -1.3; Keap1 Nrf2 FP = -2; dFosB act = -9; PfHsp90 set2 = -5; PvdQ acylase = -13; SUMO Mot1 rescue = 2; NSD2 inh = -2
# Shown for COc1ccc(CN(CC(=O)NCc2ccc3c(c2)OCO3)C(=O)c2csnn2)cc1 = cardiac RTF act = -1; C-LANA FP = -0.5; RTF Ca sens inh = -3; Rtt109 HAT inh = 7; CDK5 inh = -0.7; Keap1 Nrf2 FP = 2; dFosB act = -3; PfHsp90 set2 = 4; PvdQ acylase = -18; SUMO Mot1 rescue = 103; NSD2 inh = -3
# Shown for COc1ccc(N2CCN(S(=O)(=O)CCNC(=O)/C=C/c3ccc4c(c3)OCO4)CC2)cc1 = cardiac RTF act = -17; C-LANA FP = -5.9; RTF Ca sens inh = -1; Rtt109 HAT inh = 6; CDK5 inh = -0.2; Keap1 Nrf2 FP = -3; dFosB act = -4; PfHsp90 set2 = 4; PvdQ acylase = 3; SUMO Mot1 rescue = -3; NSD2 inh = -4

# Not a retest: an excerpt of the list.
SMILES,cardiac RTF act,C-LANA FP,RTF Ca sens inh,Rtt109 HAT inh,CDK5 inh,Keap1 Nrf2 FP,dFosB act,PfHsp90 set2,PvdQ acylase,SUMO Mot1 rescue,NSD2 inh
O=C(NC(Cc1ccccc1)c1ccc2c(c1)OCCCO2)c1ccccc1 (stereo not given),-3,0.2,-4,-9,1.8,-1,-8,-1,18,128,-6
COc1ccc(N2CCN(S(=O)(=O)CCNC(=O)/C=C/c3ccc4c(c3)OCO4)CC2)cc1,-17,-5.9,-1,6,-0.2,-3,-4,4,3,-3,-4

# Screens as filed in PubChem.

# Hits appear at their usual frequency; 3.2% or so of the library scored in one or more.
